# From PubChem
# S100A4 MyoIIA: inhibitors of S100A4-myosin IIA peptide binding, primary screen, biochemical, fluorescence polarization, TAMRA-MyoIIA peptide; inhibition, % at 10.7 µM; actives 0.14% (n = 360,000); AID 652163, 2013;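 active = mean inhibition of at least 70% across replicates, with every replicate also reaching that level; inconclusive = mean inhibition reaches 70% but some replicates fall short; inactive = mean inhibition below 70%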
# Target sequence (P26447 whole entry, looked up): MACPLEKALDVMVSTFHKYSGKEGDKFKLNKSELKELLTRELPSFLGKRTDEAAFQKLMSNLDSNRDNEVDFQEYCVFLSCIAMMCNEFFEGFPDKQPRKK
#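 Material: S100A4 monomer (human). Medium: Calcium-containing HEPES buffer, pH 7.2. Probe or stimulus: labelled myosin peptide probe, 5 nM. Compound dosing: one concentration per compound. Timing: polarization read 5 min after assay mix addition, stable 5–60 min. Benchmarks: DMSO as neutral control, TFP as positive control.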
# FN deposit inh: inhibitors of fibronectin matrix deposition, primary screen, AH1F cells, Alexa488-fibronectin fluorescence, plate reader; AH1F fibroblasts, overnight; inhibition, % at 12.6 µM; actives 0.086% (n = 350,000);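 active = mean inhibition across replicates of 30% or more, regardless of how many single replicates reach that level; inconclusive = mean under 30% yet at least half of replicates reach 30%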;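 also: positive control wells lacked labelled fibronectin entirely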
#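 test system = AH1F fibroblasts assembling fluorescent fibronectin matrix | quantity = 10000 AH1F cells per well | buffer or medium = DMEM plus 2% serum, read in PBS | doses = single dose, pinned | incubation = 1 h cell attachment, overnight exposure to compound and label | detection = fluorescence at 485 nm excitation, 525 nm emission | read-out basis = inhibition from reduced deposited-fibronectin fluorescence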
# PglD inh: C. jejuni PglD acetyltransferase inhibitors, primary screen, biochemical, DTNB colorimetric, single point; purified PglD enzyme, DTNB colorimetric CoA detection; inhibition, % at 12.5 µM; actives 0.098% (n = 360,000); in the data active = inhibition above about 16%, passing the limit was not always enough; inconclusive = no clear call, values can overlap the other calls; also: strong numbers were not always called active
# EWS-Fli block: EWS/Fli-driven NR0B1 reporter inhibitors, primary screen, A673 cells, NR0B1 luciferase, luminescence, MLPCN library; inhibition, % at 12.6 µM; viability-normalised; AID 651661, 2012; actives 0.67% (n = 350,000);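 active = mean inhibition of at least 50% after viability correction, with every replicate also passing that limit; inconclusive = mean reaches 50% but only one of two replicates passes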;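 also: firefly luciferase signal divided by Alamar Blue viability fluorescence both relative to DMSO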
# PGC1a acetyl inh: inhibitors of PGC1a acetylation signal, primary screen, cell-based, U2OS, AlphaScreen, inhibitor mode. AlphaScreen anti-acetyl-lysine; with virally co-expressed GCN5 acetyltransferase. inhibition, % at 15.6 µM. actives 0.17% (n = 350,000). AID 651687, 2012;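 active = every replicate shows inhibition of at least 40%; inconclusive = mean inhibition at least 40% but some replicate below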;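 also: 0% = neutral control wells and 100% = positive control wells; some results beyond the cut were filed as inactive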
# LGR2 inh: inhibitors of bursicon-induced LGR2 CRE-luciferase signal, primary screen, cell-based, HEK293, CRE-luciferase reporter, bursicon stimulation | Drosophila bursicon receptor LGR2 (rickets) | bursicon-stimulated, 4 h | inhibition, % at 9.99 µM | actives 0.35% (n = 380,000);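 active = drop in luminescence signal, shown as inhibition above about 50% in the replicate tests, limit read from the data, passing the limit was not always enough; inconclusive = probably only some replicates passing the limit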;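 also: agonist challenge used bursicon conditioned medium at about half maximal strength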
# PAX8 inh HTS: inhibitors of PAX8-driven TPO luciferase reporter, primary screen, RMG-I cells, single concentration; inhibition, % at 12.6 µM; actives 1.2% (n = 360,000); SteadyGlo, 24 h;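 active = mean replicate inhibition at least 60% with every replicate also reaching 60%; inconclusive = only one of the two criteria is met; inactive = mean below 60% and not all replicates reaching 60%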;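 also: luciferase light reporting Pax8 driven TPO promoter activity; plate controls were median of neutral control wells for no effect and mitoxantrone controls for full effect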
# ERAP1 HTS inh: human ERAP1 aminopeptidase inhibitors, primary screen, biochemical, single point, plate reader. AID 652197, 2013. recombinant ERAP1, Leu-AMC fluorescence, 60 min. actives 0.15% (n = 340,000). inhibition, % at 10.7 µM. Endoplasmic reticulum aminopeptidase 1 (Homo sapiens), Q9NZ08;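 active = mean replicate inhibition of at least 30%, or all replicates individually reaching that 30% level; inactive = mean below 30% and not every replicate reaching it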;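 also: 0% = neutral control wells and 100% = L-leucinethiol positive control wells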
# Target sequence (Q9NZ08 whole entry, looked up): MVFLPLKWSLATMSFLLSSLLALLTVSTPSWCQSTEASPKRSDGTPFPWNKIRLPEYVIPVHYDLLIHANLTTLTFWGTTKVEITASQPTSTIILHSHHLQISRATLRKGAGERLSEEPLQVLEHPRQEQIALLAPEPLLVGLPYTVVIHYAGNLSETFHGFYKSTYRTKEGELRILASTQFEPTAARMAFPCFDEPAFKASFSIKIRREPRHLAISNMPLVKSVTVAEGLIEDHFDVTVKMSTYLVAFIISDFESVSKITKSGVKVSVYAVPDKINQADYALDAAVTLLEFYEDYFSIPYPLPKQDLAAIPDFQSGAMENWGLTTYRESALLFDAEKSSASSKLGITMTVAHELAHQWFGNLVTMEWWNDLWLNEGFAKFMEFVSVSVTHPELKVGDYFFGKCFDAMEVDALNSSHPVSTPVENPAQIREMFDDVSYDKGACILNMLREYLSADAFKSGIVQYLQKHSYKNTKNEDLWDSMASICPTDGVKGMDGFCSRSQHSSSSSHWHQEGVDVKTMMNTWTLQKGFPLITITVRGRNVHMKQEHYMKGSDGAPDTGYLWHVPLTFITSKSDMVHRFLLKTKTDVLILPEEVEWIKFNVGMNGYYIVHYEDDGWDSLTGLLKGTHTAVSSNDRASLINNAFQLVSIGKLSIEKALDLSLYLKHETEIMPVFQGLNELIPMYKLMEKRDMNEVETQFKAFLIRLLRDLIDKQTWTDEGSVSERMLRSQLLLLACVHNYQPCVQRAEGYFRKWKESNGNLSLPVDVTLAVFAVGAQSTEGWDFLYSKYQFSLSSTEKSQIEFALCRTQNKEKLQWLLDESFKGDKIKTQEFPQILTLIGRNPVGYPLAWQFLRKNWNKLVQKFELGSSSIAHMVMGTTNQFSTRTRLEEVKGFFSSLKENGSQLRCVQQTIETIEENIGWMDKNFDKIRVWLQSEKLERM
# An asterisk follows results filed as active; u = inconclusive; x = no result given; & = joins results of further samples.
SMILES,S100A4 MyoIIA,FN deposit inh,PglD inh,EWS-Fli block,PGC1a acetyl inh,LGR2 inh,PAX8 inh HTS,ERAP1 HTS inh
CN(C)C(=O)c1nc2ccccc2s1,0,-7,x,-30,6,-25,-5,-3
CCCN(C)C[C@H]1Oc2ncc(-c3cccc(C(=O)N(C)C)c3)cc2C(=O)N([C@@H](C)CO)C[C@@H]1C,15,-4,-1,-1,2,0,x,2
O=C(Cc1ccccc1)N1CCN(c2ccccc2F)CC1,5,7,-2,6,-4,17,-6,-3
CC(=O)CSc1nc2nccnc2[nH]1,-3,x,x,2,x,6,-4,0
C[C@@H]1CN([C@H](C)CO)C(=O)c2cc(C3=CCCCC3)cnc2O[C@H]1CN(C)C(=O)Cc1cccnc1,4,-9,7,7,6,-8,x,6
COCC(=O)N1C[C@H]2CON(C)[C@H]2C[C@H]1c1ccc(N2CCCCC2)cc1,0,-3,-3,-1,2,1,-2,x
Cc1[nH]c2ccccc2c1CCNC(=O)c1ccc2nccnc2c1,4,7,0,-7,18,-4,-3,-1
CN1C(=O)c2cc(NC(=O)c3ccc(F)c(F)c3)ccc2OC[C@H]2O[C@@H](CC(=O)N3CCOCC3)CC[C@@H]21,11,-1,4,0,3,2,-8,4
COc1ccc(OC)c(C2CC(=O)OC3=C2C(=O)CC(C)(C)C3)c1 (stereo unspecified),-1,3,2,13,-5,-2,13,1
Cc1cccc(Oc2nccc(C(F)(F)F)c2C(=O)Nc2ccc(F)cc2F)c1,-3,10,x,-4,85*,-8,3,x
O=C(Cc1cccnc1)N1CC(=O)N2[C@H](C1)[C@@H](c1ccc(C3=CCCC3)cc1)[C@@H]2CO,-7,0,x,-8,1,8,9,-1
Nc1nc(SCc2ccc(Cl)cc2Cl)c2ncn(C3OC(CO)C(O)C3O)c2n1 (stereo unspecified),-1,-6,1,-3,9,-19,0,1
Cc1cc(=O)[nH]c(SCC(=O)c2ccc(O)c(O)c2)n1,-2,2,2,-1,x,35,1,4
CCCCn1c(N)c(N(CC(C)C)C(=O)c2ccc(N3C(=O)c4ccccc4C3=O)cc2)c(=O)[nH]c1=O,3,x,5,0,3,2,1,0
O=C(C1=C[C@H](C2CC2)C[C@H](OCCCCO)O1)N1CCN(Cc2ccccc2)CC1,4,15,-2,-5,x,4,10,x
CCC(C(=O)N1CCCCCC1)n1nc(C)n2c(cc3occc32)c1=O (stereo unspecified),-1,6,4,-1,x,-5,-2,3
O=C(Nc1cccc(F)c1)N1C[C@H]2[C@@H](c3ccccc31)[C@H](CO)N2C(=O)c1ccccn1,5,x,1,-4,-1,-14,-28,0
Cc1c(C(=O)NCc2ccccc2C(F)(F)F)sc(=O)n1Cc1ccc2ccccc2c1,11,-6,2,9,x,-1,6,x
CN(C)CC#Cc1ccc([C@H]2[C@@H](CO)N3C(=O)CN(C(=O)c4cccc(F)c4)C[C@@H]23)cc1,-10,x,x,-1,-2,-6,-21,x
FC(F)(F)c1cccc(Nc2nc(N3CCOCC3)nc(N3CCOCC3)n2)c1,-3,-2,-3,7,-10,3,21,3
C[C@H]1CN([C@@H](C)CO)C(=O)c2cc(NC(=O)Cc3ccccc3)ccc2O[C@@H]1CN(C)CC1CC1,-5,x,x,6,4,-7,-4,-1
O=C(c1cccc2ccccc12)C1CCCN(C(=O)CCc2cnccn2)C1 (stereo unspecified),12,-8,6,-5,x,12,6,9
O=C(CCC1CCCC1)Nc1cc(Cl)ccc1N1CCOCC1,-2,-4,-6,-33,-12,7,-6,-1
COc1ccc(CN(C)C[C@H]2Oc3ccc(NC(=O)Nc4ccc(OC)cc4)cc3CC(=O)N([C@@H](C)CO)C[C@@H]2C)cc1,5,x,0,-5,-4,-23,x,0
O=C(COc1ccccc1)N=C1SC2CS(=O)(=O)CC2N1Cc1ccccc1 (stereo unspecified),-3,-2,2,7,-6,1,-20,2

# (continued)
SMILES,S100A4 MyoIIA,FN deposit inh,PglD inh,EWS-Fli block,PGC1a acetyl inh,LGR2 inh,PAX8 inh HTS,ERAP1 HTS inh
COc1ccc(C(=O)Nc2ccc3c(c2)OC[C@@H](C)N(C)C[C@@H](C)[C@H](OC)CN(C)C3=O)cc1,x,4,x,1,x,-1,-7,x
C[C@H](CO)N1C[C@H](C)[C@H](CN(C)C(=O)c2ccncc2)OCc2cnnn2CCCC1=O,-13&1,-11&-4,-3&-1,-1&1,6&-6,18,4&-17,-1&3
CCc1ccc(NC(=O)CSc2nc(NS(=O)(=O)c3ccccc3)cc(=O)[nH]2)cc1,-2,-10,x,3,2,-7,6,3
COC(=O)C1=CNC=C(C(=O)OC)C1c1cccc2ccccc12,-3,-1,6,-6,x,17,9,-66
Cc1cc(NC(=O)OC(C)(C)C)c(-n2nnnc2C(C(=O)c2ccccc2)N2CCOCC2)cc1C (stereo unspecified),0,2,x,-4,x,-16,-2,1
C[C@@H]1CN([C@H](C)CO)S(=O)(=O)c2ccc(C#CC3CC3)cc2O[C@@H]1CN(C)Cc1cccc(F)c1,40,8,3,24,-29,25,x,0
CCOC(=O)C(Oc1ccc2c(-c3ccccc3)cc(=O)oc2c1C)c1ccccc1 (stereo unspecified),3,-7,-4,0,-2,20,-17,3
CC(OC(=O)c1cccnc1Cl)C(=O)NCc1ccccc1 (stereo unspecified),-7,1,9,-2,-2,-10,3,-1
O=C(CN1C(=O)NC2(CCCC2)C1=O)OCc1ccc(F)cc1,-3,6,x,-7,x,5,x,-2
C=CCNC(=O)c1ccccc1NS(=O)(=O)c1ccc(SC)cc1,x,3,1,x,-6,-11,x,x
C[C@@H]1CCCCO[C@@H](CN(C)S(=O)(=O)c2cn(C)cn2)[C@@H](C)CN([C@H](C)CO)C(=O)c2cc(NC(=O)NC3CCCCC3)ccc2O1,-8,x,0,-9,-7,-5,-18,-2
C=C(C)CSc1nc(C)c(Cc2ccccc2)c(=O)[nH]1,x,-1,3,x,-3,x,3,x
Cn1cnc2nc[nH]c2c1=S,7,-10,-1,-2,7,-16,-3,-4
Cc1ccc(C)c(Nc2nc3c(S(=O)(=O)c4ccccc4)nnn3c3ccccc23)c1,10,10,x,16,x,7,-14,0
COc1ccc(NC(=O)CSc2nnnn2C2CCCC2)c(OC)c1,0,-3,1,2,x,1,6,11
COc1cc(/C=N/NC(=O)c2ccccn2)ccc1OC(=O)c1ccccc1Br,-6,6,0,-66,6,-48,-68,1
COc1cccc(C(=O)C2CCCN(Cc3cn(C)nc3-c3ccccc3)C2)c1 (stereo unspecified),56,x,x,-20,x,3,9,-1
C[C@@H]1CCCCO[C@H](CN(C)C(=O)Cc2ccccc2)[C@H](C)CN([C@@H](C)CO)C(=O)c2cc(N(C)C)ccc2O1,x,x,x,5,u,17,22,x
Cc1nc(=O)c(-c2ccccc2)c(C)n1Cc1ccccc1,2,x,-2,5,6,1,x,3
Clc1ccc(CN2CCN(c3ncc(Cc4ccccc4)cn3)CC2)c(Cl)c1,-11,13,x,22,x,12,-86,-1
O=C(O)C[C@@H]1C=C[C@H](NC(=O)CCN2CCCCC2)[C@@H](CO)O1,3,-9,x,-1,6,28,x,-9
COc1ccc2ccc3cccc[n+]3c2c1,-3,-13,-12,-1,x,4,-7,43*
CCCc1nn(-c2ccccc2)c2c1C(c1cccs1)C(C#N)=C(N)O2 (stereo unspecified),-5,x,x,0,1,-13,x,-1
C/C=C(\C)C(=O)O[C@H](c1cc2ccc(=O)oc2cc1OC)[C@@H](O)C(C)(C)O,1,-2,-4,-1,x,-27,-9,3
CO[C@@H]1CN(C)C(=O)c2ccc(NC(=O)C3CCOCC3)cc2OC[C@@H](C)N(Cc2cccnc2)C[C@H]1C,-5,6,4,-9,0,19,-3,0

# Reprinted from the results shown (two entries):
SMILES,S100A4 MyoIIA,FN deposit inh,PglD inh,EWS-Fli block,PGC1a acetyl inh,LGR2 inh,PAX8 inh HTS,ERAP1 HTS inh
C/C=C(\C)C(=O)O[C@H](c1cc2ccc(=O)oc2cc1OC)[C@@H](O)C(C)(C)O,1,-2,-4,-1,x,-27,-9,3
CO[C@@H]1CN(C)C(=O)c2ccc(NC(=O)C3CCOCC3)cc2OC[C@@H](C)N(Cc2cccnc2)C[C@H]1C,-5,6,4,-9,0,19,-3,0

# Continued.
SMILES,S100A4 MyoIIA,FN deposit inh,PglD inh,EWS-Fli block,PGC1a acetyl inh,LGR2 inh,PAX8 inh HTS,ERAP1 HTS inh
NC(=O)CC(NC(=O)Cc1ccc(Br)cc1)c1ccc(N2CCC(Cc3ccccc3)CC2)c([N+](=O)[O-])c1 (stereo unspecified),2,-1,-1,21,-3,-1,40,3
C[C@H]1CN([C@@H](C)CO)C(=O)c2cc(-c3ccncc3)cnc2O[C@@H]1CN(C)C(=O)Nc1ccc2c(c1)OCO2,9,10,2,-6,-7,5,x,5
O=C(CNC(=O)c1ccccc1F)NC1=NCCS1,-1,3,-4,0,-7,-2,7,-2
CCOc1ccccc1NS(=O)(=O)c1cc2c3c(c1)C(C)C(=O)N3CCC2 (stereo unspecified),-3,-2,-1,6,7,-2,-10,2
COc1ccc(C(=O)Nc2ccc3c(c2)nc(CN2CCCC2)n3C)cc1,2,-1,2,-16,3,-3,16,3
C[C@@H]1CN([C@@H](C)CO)C(=O)c2cc(NS(=O)(=O)c3cn(C)cn3)ccc2O[C@@H](C)CCCCO[C@@H]1CN(C)Cc1ccncc1,8,x,-1,4,-11,14,5,0
C[C@@H]1CN([C@@H](C)CO)C(=O)Cc2cc(NC(=O)Cc3cn(C)c4ccccc34)ccc2O[C@@H]1CN(C)Cc1ccc(-c2ccccc2)cc1,-2,x,x,3,5,-5,x,-1
C[C@H]1CN([C@@H](C)CO)C(=O)c2cc(NC(=O)Nc3ccc(F)cc3)ccc2O[C@@H]1CN(C)Cc1ccc2c(c1)OCO2,22,-6,9,12,-1,17,-8,-1
CC1(C)Cc2ccccc2C(=NC(Cc2c[nH]c3ccccc23)C(=O)O)N1 (stereo unspecified),3,-2,3,0,-2,1,7,-2
CC(C)n1c(C(F)(F)F)nc2cc(C(=O)N3CCCCC3)ccc21,-2,0,x,-21,x,-9,-4,4
COc1ccccc1N1CCN(C(=O)CSc2nc(C)cc(=O)[nH]2)CC1,-3,x,-4,11,5,6,x,1
O=C(c1cc(COc2c(F)cccc2F)on1)N1CCC(c2ccncc2)CC1,9,-16,-3,-20,15,-8,-6,-8
C[C@@H]1CN([C@@H](C)CO)C(=O)c2c(c3ccccc3n2C)-c2ccccc2CO[C@@H]1CN(C)C(=O)Nc1ccnc(N2CCOCC2)c1,1,2,x,-1,-16,4,-10,-4
C[C@@H]1CN([C@H](C)CO)C(=O)c2cc(NS(=O)(=O)c3ccccc3)ccc2O[C@@H](C)CCCCO[C@H]1CN(C)C(=O)NC1CCCCC1,0,0,-3,8,0,10,12,3
COC(=O)c1ccc(/C=N/OCC(=O)NCCc2ccc(OC)c(OC)c2)cc1,-14,-6,x,-1,-2,15,9,x
CN(C)C(=O)[C@@H]1[C@@H](CO)[C@@H]2Cn3c(ccc(C4=CCCCC4)c3=O)[C@H]1N2C,9,x,0,-3,4,17,-1,0
